Screening data as filed in PubChem.
PERK inhibitor = inhibitors of human PERK kinase | inhibition, % at 5.6 µM | 220,000 compounds, 0.17% hits | Q9NZJ5 | CHO PERK-DD fusion, SEAP luminescence translation reporter;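 active = inhibition above the mean inhibition of all tested compounds plus 3 SD, set separately per screening campaign, cut at about 2.9% in these data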;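 note: PERK kinase domain activated by AP20187 dimerizer at 100 nM; 0% = DMSO with dimerizer and 100% = rapamycin at 8.4 µM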
zfTRPN1 agonist = activates the zebrafish TRPN1 channel. HEK293 zebrafish TRPN1-YFP, Fluo-8 calcium fluorescence; 100% = response to 87 µM carbachol. activation, % at 3 µM. 220,000 compounds, 0.18% hits;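 active = activation above its plate's cutoff, the mean activation of test wells on that plate plus 3 SD, cut at about 19% in these data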;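 note: 0% = DMSO alone and 100% = 87 µM carbachol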
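System: zebrafish TRPN1-YFP in HEK293 cells / Dosing: 3 µM single point / Timing: dye loading 1 h at 37 °C, then 30 min room temperature / Signal: Fluo-8 calcium fluorescence, excitation 470-495 nm, emission 515-575 nm / Read-out basis: percent activation from peak over basal fluorescence ratio, control-normalized / Control set: high carbachol 87 µM, low DMSO alone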
S1P4 antagonist = blocks the human S1P4 receptor; O95977; S1P4-expressing cells, antagonist mode, reporter read-out; inhibition, % at 4.98 µM; 220,000 compounds, 0.26% hits; in the data active = inhibition above about 29%;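 note: 0% = wells stimulated with agonist and 100% = vehicle wells without agonist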
Target sequence (O95977 whole entry, looked up): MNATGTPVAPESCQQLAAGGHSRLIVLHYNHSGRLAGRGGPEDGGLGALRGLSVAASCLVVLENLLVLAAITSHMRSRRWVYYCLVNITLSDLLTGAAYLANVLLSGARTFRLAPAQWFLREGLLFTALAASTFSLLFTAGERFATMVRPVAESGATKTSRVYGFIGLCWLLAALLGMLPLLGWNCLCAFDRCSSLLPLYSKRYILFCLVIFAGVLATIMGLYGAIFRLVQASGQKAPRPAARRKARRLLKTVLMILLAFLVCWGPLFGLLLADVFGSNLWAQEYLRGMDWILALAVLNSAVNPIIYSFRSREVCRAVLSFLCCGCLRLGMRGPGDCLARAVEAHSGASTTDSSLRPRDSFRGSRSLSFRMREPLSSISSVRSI
Ba/F3 V617F tox = reduce viability of Ba/F3 cells dependent on JAK2V617F; Ba/F3 EpoR-JAK2V617F viability, ATP luminescence; inhibition, % at 5.6 µM; 220,000 compounds, 1.1% hits; AID 1446;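 active = inhibition above the campaign mean plus 3 SD over all tested compounds, cut at about 24% in these data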;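 note: cytokine-independent growth of Ba/F3 cells driven by EpoR plus mutant JAK2; 0% = DMSO-treated cells and 100% = JAK inhibitor I control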
TRPML3 ag = activates the human TRPML3 channel; HEK293 TRPML3-YFP, Fluo-8 calcium fluorescence; 100% = the carbachol control signal; activation, % at 3 µM; 220,000 compounds, 0.29% hits;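 active = activation above its plate's cutoff, the mean activation of the plate's test wells plus 3 SD, cut at about 12% in these data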;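 note: 0% = DMSO only wells and 100% = carbachol wells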
Target sequence (Q8TDD5 whole entry, looked up): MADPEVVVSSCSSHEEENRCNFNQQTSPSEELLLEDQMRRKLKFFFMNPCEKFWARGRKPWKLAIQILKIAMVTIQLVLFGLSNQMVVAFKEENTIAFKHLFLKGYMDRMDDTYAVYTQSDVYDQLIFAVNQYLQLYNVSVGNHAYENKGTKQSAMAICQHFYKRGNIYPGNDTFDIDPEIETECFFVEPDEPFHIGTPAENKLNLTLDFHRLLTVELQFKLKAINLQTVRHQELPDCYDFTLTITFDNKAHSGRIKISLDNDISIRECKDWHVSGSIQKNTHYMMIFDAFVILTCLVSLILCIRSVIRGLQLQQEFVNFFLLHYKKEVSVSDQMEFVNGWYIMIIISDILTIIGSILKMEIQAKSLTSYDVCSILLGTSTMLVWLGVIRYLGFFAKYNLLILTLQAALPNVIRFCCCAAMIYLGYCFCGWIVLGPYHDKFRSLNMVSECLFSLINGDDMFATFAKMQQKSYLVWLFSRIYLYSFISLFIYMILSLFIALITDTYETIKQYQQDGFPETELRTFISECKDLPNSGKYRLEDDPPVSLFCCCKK
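Material: HEK293 cells stably carrying human TRPML3-YFP; compound dosing: single dose, 3 µM final nominal compound, 0.3% DMSO final; incubation: 1-h 37 °C dye load, 5-s basal, 120-s post-compound reads; technique: Fluo-8 intracellular calcium fluorescence, excitation 470-495 nm, emission 515-575 nm; read-out basis: percent activation from peak-to-basal fluorescence ratio, scaled between DMSO and carbachol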
EP2 modulator = modulators of human EP2 prostaglandin E2 receptor. EP2-expressing cells, cAMP HTRF FRET, PGE2 co-stimulation. induction, % at 25 µM. AID 940. 260,000 compounds, 0.83% hits. P43116;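 active = compounds whose cAMP rise, as percent of the full-agonist control response, exceeds 60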;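 note: rat C6 glioma line stably carrying human EP2 under a CMV promoter; the protocol text gives 20 µM as final concentration; 100% = response of wells given 1 µM PGE2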
BaF3 parental = parental Ba/F3 viability inhibition as JAK2V617F counter-screen; 220,000 compounds, 1.1% hits; CellTiter-Glo ATP luminescence; AID 1486; inhibition, % at 5.6 µM;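 active = inhibition above a per-campaign cutoff, the mean inhibition of all tested compounds plus 3 SD, cut at about 27% in these data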;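 note: 0% = DMSO wells and 100% = JAK Inhibitor I control wells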
S1P4 ag = agonists of human S1P4 receptor; S1P4-expressing cell line, agonist reporter assay; O95977; 220,000 compounds, 0.35% hits; activation, % at 4.98 µM; in the data active = activation above about 11%;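 note: 0% = DMSO vehicle and 100% = reference agonist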
m-calpain inh = blocks pig calpain II enzyme activity | purified calpain II, fluorogenic peptide substrate, 30 min | inhibition, % at 16 µM | AID 1236 | 220,000 compounds, 0.37% hits;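 active = inhibition above about 50%, limit read from the data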
* hit, by the source's call.

`O=C(Nc1ccc(C(=O)O)cc1)Nc1ccc(F)cc1F` gave PERK inhibitor 1.3, zfTRPN1 agonist 1.5, S1P4 antagonist -1, Ba/F3 V617F tox 2, TRPML3 ag 0.9, EP2 modulator 5, BaF3 parental 5, S1P4 ag 0.8 and m-calpain inh -8.
Screening CCOC(=O)C1(Cc2ccccc2C(F)(F)F)CCN(CC(O)CO)CC1 (configuration not stated) returned PERK inhibitor 0.5, zfTRPN1 agonist 1.9, S1P4 antagonist -25, Ba/F3 V617F tox 0, TRPML3 ag 0.9, EP2 modulator 16, BaF3 parental 7, S1P4 ag 0.2 and m-calpain inh 33.
`CCOc1ccc(N(CC)C(=O)CCNC(=O)Cn2ccc3ccccc3c2=O)cc1` gave PERK inhibitor 0.1, zfTRPN1 agonist -1.1, S1P4 antagonist 2, Ba/F3 V617F tox -3, TRPML3 ag -0.3, EP2 modulator 14, BaF3 parental 3, S1P4 ag 1.0 and m-calpain inh -12.
For Cc1cccc(NC(=O)c2cc(-c3ccccn3)nc3ccccc23)c1C the results were PERK inhibitor 1.1, zfTRPN1 agonist 0.9, S1P4 antagonist 1, Ba/F3 V617F tox 2, TRPML3 ag 0.2, EP2 modulator 6, BaF3 parental 3, S1P4 ag 1.3 and m-calpain inh 16.
Screening COc1cccc(NC(=O)c2ccc3c(c2)N(CC(=O)N2CCCCC2)C(=O)C(C)(C)O3)c1 returned PERK inhibitor -1.4, zfTRPN1 agonist 0.5, S1P4 antagonist 1, Ba/F3 V617F tox 1, TRPML3 ag 0.5, EP2 modulator 5, BaF3 parental 5, S1P4 ag 1.5 and m-calpain inh 3.
For COc1ccccc1N(C)S(=O)(=O)c1ccc(C(=O)NC2CCCCCC2)cc1 the results were PERK inhibitor -1.3, zfTRPN1 agonist 3.6, S1P4 antagonist 0, Ba/F3 V617F tox 3, TRPML3 ag 0.5, EP2 modulator -14, BaF3 parental 4, S1P4 ag -3.0 and m-calpain inh 1.
`CNc1c([N+](=O)[O-])cnn1-c1ccccc1F` gave PERK inhibitor 1.8, zfTRPN1 agonist 0.3, S1P4 antagonist 7, Ba/F3 V617F tox 1, TRPML3 ag 0.6, EP2 modulator 3, BaF3 parental 5, S1P4 ag -1.0 and m-calpain inh -24.
`CCOc1cccc(=O)c2c(C)n(CC3CCCO3)c(C)c12` (configuration not stated) gave PERK inhibitor 0.9, zfTRPN1 agonist 0.5, S1P4 antagonist -11, Ba/F3 V617F tox 4, TRPML3 ag -0.1, EP2 modulator -12, BaF3 parental 6, S1P4 ag 0.4 and m-calpain inh -50.
Screening CCCCn1nnc(NC(=S)NC(=O)c2cccs2)n1 returned PERK inhibitor 0.5, zfTRPN1 agonist 0.2, S1P4 antagonist -9, Ba/F3 V617F tox 3, TRPML3 ag -0.1, EP2 modulator 29, BaF3 parental 4, S1P4 ag -0.5 and m-calpain inh 11.
Screening CCOCC(=O)Nc1nnc(COC)s1 returned PERK inhibitor 1.2, zfTRPN1 agonist 0.4, S1P4 antagonist -28, Ba/F3 V617F tox -2, TRPML3 ag 0.9, EP2 modulator -13, BaF3 parental -2, S1P4 ag 0.6 and m-calpain inh 6.
`Cn1c(=O)n(C)c2cc([N+](=O)[O-])c(N3CCN(C(=O)c4ccc(F)cc4)CC3)cc21` gave PERK inhibitor -0.1, zfTRPN1 agonist 0.9, S1P4 antagonist 4, Ba/F3 V617F tox -2, TRPML3 ag -2.0, EP2 modulator -26, BaF3 parental 5, S1P4 ag 2.1 and m-calpain inh 8.
`Cn1c(CN2CCCC2)nc2cc(NC(=O)COc3ccccc3)ccc21` gave PERK inhibitor -1.0, zfTRPN1 agonist 0.2, S1P4 antagonist -27, Ba/F3 V617F tox 1, TRPML3 ag 1.2, EP2 modulator 3, BaF3 parental 2, S1P4 ag 1.8 and m-calpain inh -37.
Screening CCOC(=O)C1CSc2[nH]c(=O)sc2C1c1ccccc1 (configuration not stated) returned PERK inhibitor -1.0, zfTRPN1 agonist -0.9, S1P4 antagonist 2, Ba/F3 V617F tox 0, TRPML3 ag 0.4, EP2 modulator 24, BaF3 parental 3, S1P4 ag -1.1 and m-calpain inh 20.
`Cn1cccc1Cc1nnc(SCC(=O)N2CCCc3ccccc32)n1-c1ccc(F)cc1` gave PERK inhibitor 0.2, zfTRPN1 agonist 1.3, S1P4 antagonist -3, Ba/F3 V617F tox -4, TRPML3 ag -0.5, EP2 modulator 15, BaF3 parental 1, S1P4 ag -0.1 and m-calpain inh -4.
`COc1ccc(-c2n[nH]c(=S)n2N)c(OC)c1` gave PERK inhibitor 0.0, zfTRPN1 agonist 0.4, S1P4 antagonist -3, Ba/F3 V617F tox 2, TRPML3 ag 0.2, EP2 modulator 20, BaF3 parental 12, S1P4 ag 0.5 and m-calpain inh -17.
`Cc1cn(-c2ccc(Br)cc2)[nH]c1=O` gave PERK inhibitor 1.0, zfTRPN1 agonist -1.4, S1P4 antagonist -8, Ba/F3 V617F tox -3, TRPML3 ag -0.5, EP2 modulator 12, BaF3 parental 4, S1P4 ag 1.6 and m-calpain inh 8.
CCCCCNC(=O)c1cc(S(=O)(=O)N2CCCC2)ccc1F was read as PERK inhibitor -0.6, zfTRPN1 agonist 3.7, S1P4 antagonist 0, Ba/F3 V617F tox 3, TRPML3 ag -0.1, EP2 modulator 3, BaF3 parental 7, S1P4 ag -1.0 and m-calpain inh -6.
`CCC(C)(C)n1nnnc1C(c1ccc(O)c(OC)c1)N1CCc2ccccc2C1` (configuration not stated) gave PERK inhibitor -0.2, zfTRPN1 agonist -0.2, S1P4 antagonist -17, Ba/F3 V617F tox 4, TRPML3 ag -0.6, EP2 modulator -12, BaF3 parental 10, S1P4 ag -1.8 and m-calpain inh 6.
Cc1cc(/C=N/n2cnnc2)c(C)n1-c1ccc2c(c1)OCO2 was read as PERK inhibitor -1.1, zfTRPN1 agonist 0.6, S1P4 antagonist -25, Ba/F3 V617F tox -2, TRPML3 ag 0.3, EP2 modulator 23, BaF3 parental 1, S1P4 ag -0.1 and m-calpain inh 6.
CC(C)Oc1cccc(C(=O)C2CCCN(C(=O)c3noc4c3CCCC4)C2)c1 (configuration not stated) was read as PERK inhibitor -0.1, zfTRPN1 agonist -0.6, S1P4 antagonist -9, Ba/F3 V617F tox 0, TRPML3 ag 0.0, EP2 modulator -17, BaF3 parental 2, S1P4 ag -1.1 and m-calpain inh 3.
`CC(CC(C)C(=O)Nc1ccccc1C(C)(C)C)C(=O)O` (configuration not stated) gave PERK inhibitor 0.4, zfTRPN1 agonist 0.3, S1P4 antagonist -11, Ba/F3 V617F tox -4, TRPML3 ag 0.8, EP2 modulator 27, BaF3 parental -1, S1P4 ag -1.7 and m-calpain inh -9.
Cc1ccc(-c2cc(=O)[nH]c3ccccc23)cc1 was read as PERK inhibitor -0.3, zfTRPN1 agonist 0.1, S1P4 antagonist -11, Ba/F3 V617F tox -2, TRPML3 ag -0.3, BaF3 parental 2 and S1P4 ag 1.9.
Screening C=CCNC(=S)NNC(=O)Cn1c(-c2ccccc2)cc(=O)n2ncnc12 returned PERK inhibitor 0.0, zfTRPN1 agonist 1.4, S1P4 antagonist 3, Ba/F3 V617F tox 2, TRPML3 ag 1.1, EP2 modulator -59, BaF3 parental -5, S1P4 ag -2.0 and m-calpain inh -28.
For COc1ccc(NC(=O)C2CCN(c3nnnn3-c3ccccc3)CC2)cc1 the results were PERK inhibitor -0.4, zfTRPN1 agonist 0.6, S1P4 antagonist -10, Ba/F3 V617F tox 1, TRPML3 ag -0.2, EP2 modulator -28, BaF3 parental 7, S1P4 ag -1.5 and m-calpain inh -2.
COc1ccc(OC)c(C(=O)CSc2nnc(-c3cccnc3)n2C)c1 was read as PERK inhibitor -0.1, zfTRPN1 agonist -0.7, S1P4 antagonist -3, Ba/F3 V617F tox -3, TRPML3 ag 0.8, EP2 modulator 40, BaF3 parental 2, S1P4 ag 0.9 and m-calpain inh -2.
`CC(C)NC(=O)c1ccc(-n2c(=S)[nH]c3ccccc3c2=O)cc1` gave PERK inhibitor 1.3, zfTRPN1 agonist -0.7, S1P4 antagonist 0, Ba/F3 V617F tox 1, TRPML3 ag 0.3, EP2 modulator -8, BaF3 parental 1, S1P4 ag -1.6 and m-calpain inh -13.
For CCCc1nc(Cl)c(C#N)c2c1CCCC2 the results were PERK inhibitor 1.0, zfTRPN1 agonist 0.1, S1P4 antagonist 3, Ba/F3 V617F tox 2, TRPML3 ag -0.2, EP2 modulator 51, BaF3 parental 5, S1P4 ag -1.4 and m-calpain inh 23.
Screening COc1ccc(C(=O)/C=C/Nc2cc(C)ccn2)cc1 returned PERK inhibitor 1.1, zfTRPN1 agonist 0.0, S1P4 antagonist 5, Ba/F3 V617F tox 0, TRPML3 ag 0.9, EP2 modulator -6, BaF3 parental 2, S1P4 ag 0.9 and m-calpain inh -28.
Screening CC1(C)OC(=O)C(=NNc2ccccc2C(=O)O)C(=O)O1 returned PERK inhibitor 1.9, zfTRPN1 agonist 1.9, S1P4 antagonist -11, Ba/F3 V617F tox -2, TRPML3 ag 0.9, EP2 modulator 7, BaF3 parental 1, S1P4 ag 1.4 and m-calpain inh -4.
Cn1cc(CCC(=O)N2CCCC(CCC(=O)NCc3ccccc3F)C2)cn1 (configuration not stated) was read as PERK inhibitor 0.6, zfTRPN1 agonist 0.0, S1P4 antagonist -22, Ba/F3 V617F tox 2, TRPML3 ag 0.7, EP2 modulator -3, BaF3 parental 3, S1P4 ag 1.4 and m-calpain inh 3.
CC(=O)C(Cc1cccc(F)c1)(Cc1cccc(F)c1)C(C)=O was read as PERK inhibitor 2.0, zfTRPN1 agonist -1.9, S1P4 antagonist 6, Ba/F3 V617F tox -1, TRPML3 ag -1.0, EP2 modulator 58, BaF3 parental 4, S1P4 ag 0.5 and m-calpain inh 7.
Screening O=C(N/N=C/c1cn(-c2ccccc2)nc1-c1cc2ccccc2o1)c1ccncc1 returned PERK inhibitor -1.0, zfTRPN1 agonist 1.5, S1P4 antagonist -22, Ba/F3 V617F tox 2, TRPML3 ag 0.0, EP2 modulator 15, BaF3 parental 3, S1P4 ag 0.3 and m-calpain inh -125.
Screening COCc1cc(C)nc(SCC(=O)Nc2ccccc2C)c1C#N returned PERK inhibitor -0.1, zfTRPN1 agonist 1.9, S1P4 antagonist -31, Ba/F3 V617F tox 0, TRPML3 ag 0.9, EP2 modulator -24, BaF3 parental 4, S1P4 ag 0.3 and m-calpain inh -25.
For Cc1cc(=O)[nH]c(SCC(=O)N2CCC(Cc3ccccc3)CC2)n1 the results were PERK inhibitor 0.6, zfTRPN1 agonist 2.4, S1P4 antagonist 16, Ba/F3 V617F tox 2, TRPML3 ag 0.7, EP2 modulator 37, BaF3 parental 2, S1P4 ag -0.1 and m-calpain inh -24.
`Cc1ccsc1C(=O)N1CCN(S(=O)(=O)c2cccs2)CC1` gave PERK inhibitor 1.5, zfTRPN1 agonist -1.0, S1P4 antagonist -13, Ba/F3 V617F tox -3, TRPML3 ag 0.8, EP2 modulator 5, BaF3 parental -1, S1P4 ag 0.0 and m-calpain inh 1.
